Assay outcomes as filed in PubChem.
HRas wt GTP: changes GTP binding to wildtype human HRas | P01112 | AID 759 | GST-Ras wt beads, Bodipy-FL-GTP binding, flow cytometry; actives lie on both sides | 0.14% of 190,000 active | GTP binding activity, % at 10 µM;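 active means GTP binding activity at least 20% away from the 100% baseline, either lowered as inhibitor or raised as activator; inconclusive means flagged as likely green fluorescent, judged across all proteins in the well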;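 further: 0% = unlabeled GTP competition control and 100% = no-compound control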
Target sequence (P01112 whole entry, looked up): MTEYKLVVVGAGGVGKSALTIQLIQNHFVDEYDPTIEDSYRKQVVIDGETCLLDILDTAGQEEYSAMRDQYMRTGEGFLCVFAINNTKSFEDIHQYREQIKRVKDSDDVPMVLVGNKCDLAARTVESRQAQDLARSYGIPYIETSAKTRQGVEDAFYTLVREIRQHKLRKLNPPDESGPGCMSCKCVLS
Mcl1-Bid inh: Mcl-1/Bid interaction inhibition; Q07820; TR-FRET Mcl-1/Bid-Dy647 peptide binding, 1536-well; inhibition, % at 21.7 µM; 0.97% of 220,000 active;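 active means compounds that cut the binding signal by more than half at the single screening dose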;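 further: His-tagged Mcl-1 with europium anti-His antibody binding Bid BH3 peptide; 0% = Mcl-1 plus peptide wells and 100% = peptide-only wells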
Target sequence (Q07820 whole entry, looked up): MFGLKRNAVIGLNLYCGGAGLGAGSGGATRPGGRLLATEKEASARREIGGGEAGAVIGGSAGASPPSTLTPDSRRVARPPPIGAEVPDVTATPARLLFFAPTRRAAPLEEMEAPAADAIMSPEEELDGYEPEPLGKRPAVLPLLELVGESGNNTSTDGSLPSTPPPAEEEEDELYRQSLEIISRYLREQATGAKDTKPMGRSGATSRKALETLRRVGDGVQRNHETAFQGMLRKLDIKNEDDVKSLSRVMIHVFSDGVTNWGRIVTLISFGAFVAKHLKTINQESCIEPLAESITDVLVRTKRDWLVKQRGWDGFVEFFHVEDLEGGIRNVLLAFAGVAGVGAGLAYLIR
Mcl1-Noxa inh: disrupts binding of human Mcl-1 to Noxa peptide | TR-FRET Mcl-1/Noxa peptide binding, 2 h | inhibition, % at 21.7 µM | 1.5% of 220,000 active | AID 1022;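 active means compounds that cut the protein-peptide binding signal by more than 50% relative to plate controls in a single-dose test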;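 further: His-tagged Mcl-1 with rhodamine Noxa BH3 peptide and terbium anti-His antibody; 0% = Mcl-1 plus Noxa peptide wells and 100% = peptide-only wells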
Cdc42 wt GTP: changes GTP binding to wildtype human Cdc42; P60953; GST-Cdc42 beads, Bodipy-GTP binding, flow cytometry; actives lie on both sides; percent activity (GTP binding), % at 10 µM; 0.2% of 190,000 active;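 active means percent activity GTP binding at least 20 points away from the 100% baseline, either down as inhibitor or up as activator; inconclusive means compound flagged as likely green fluorescent from well-wide comparison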;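 further: median bead fluorescence of bound Bodipy-FL-GTP at 100 nM; 0% = excess unlabeled GTP control and 100% = no compound control; below 100% means less GTP binding so inhibitor and above means activator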
Target sequence (P60953 whole entry, looked up): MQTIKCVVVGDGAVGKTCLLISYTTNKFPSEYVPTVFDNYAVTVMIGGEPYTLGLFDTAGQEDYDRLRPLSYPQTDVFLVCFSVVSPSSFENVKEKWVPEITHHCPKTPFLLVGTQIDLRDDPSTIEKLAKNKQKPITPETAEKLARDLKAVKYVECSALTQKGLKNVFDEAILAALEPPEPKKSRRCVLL
Mcl-1 Bim block: human Bim-Mcl-1 interaction inhibition; Bead-based flow cytometry, Bim peptide-Mcl-1 binding; Q07820; inhibition, % at 10 µM; 0.1% of 190,000 active; in the data active means inhibition above about 40%;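 further: 0% = no compound tracer wells and 100% = peptide blocker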
Rab7 wt GTP bind: alters GTP binding to wildtype dog Rab7; GST-Rab7 beads, fluorescent GTP binding, flow cytometry; actives lie on both sides; untreated = 100%, excess cold GTP = 0%; GTP binding activity (percent of control), % at 10 µM; 0.055% of 190,000 active;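 active means fluorescent GTP binding to Rab7 beads changed by at least 20 points from the 100% baseline, either direction, mostly lower; inconclusive means compound itself probably fluorescent, or too few beads counted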;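 further: median green fluorescence of bound Bodipy-FL-GTP per Rab7 bead population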
Pf gamet viab: inhibitors of late stage P. falciparum gametocyte viability; P. falciparum stage V gametocytes, ATP luminescence, 24 h; inhibition, % at 10.9 µM; 0.065% of 150,000 active;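 active means inhibition above the mean plus 3 SD of compounds within the control limits, set per campaign, cut at about 38% in these data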;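 further: 0% = DMSO wells and 100% = medium only without gametocytes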
Rac1 wt modul: modulators of human Rac1 wildtype GTP binding; P63000; GST-Rac1 beads, fluorescent GTP binding, flow cytometry; actives lie on both sides; 0 = cold GTP competed, 100 = untreated; GTP binding activity (% of control), % at 10 µM; 0.27% of 190,000 active; AID 757;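 active means GTP binding activity at least 20 points away from the 100% control level, either lower or higher; inconclusive means compound flagged as likely green fluorescent, judged across all proteins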
RGS8-Gao: human RGS8-Galphao interaction regulation | P09471 | multiplexed bead flow cytometry, RGS8-Galphao binding; actives lie on both sides | response (percent of control binding), % at 10 µM | 0.34% of 220,000 active | AID 1423; in the data active means response below about 60% or above about 140%; inactive means in between;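 further: Galphao activated as the GDP aluminium fluoride complex binding bead-coupled RGS8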
Target sequence (P09471 whole entry, looked up): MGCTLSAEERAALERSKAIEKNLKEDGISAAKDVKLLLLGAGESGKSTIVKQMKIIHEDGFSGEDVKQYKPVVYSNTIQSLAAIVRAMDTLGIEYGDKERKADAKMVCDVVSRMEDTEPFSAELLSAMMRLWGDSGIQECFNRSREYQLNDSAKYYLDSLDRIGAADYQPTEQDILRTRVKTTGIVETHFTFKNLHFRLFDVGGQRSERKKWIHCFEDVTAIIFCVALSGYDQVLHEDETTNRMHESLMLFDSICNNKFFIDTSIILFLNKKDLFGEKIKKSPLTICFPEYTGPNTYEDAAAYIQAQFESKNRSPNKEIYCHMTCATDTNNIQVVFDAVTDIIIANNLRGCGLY
Rab2A wt mod: changes GTP binding to wildtype dog Rab2A, up or down. 0.19% of 190,000 active. GST-Rab2 wt beads, Bodipy-GTP binding, flow cytometry. AID 760. GTP binding activity, % at 10 µM;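 active means GTP binding activity at least 20 points away from 100%, either lowered or raised; inconclusive means signal likely due to the compound's own green fluorescence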;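 further: 0% = beads with excess unlabeled GTP and 100% = no-compound control corrected for plate trend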
Rac1 act GTP bind: alters GTP binding to activated mutant human Rac1; GST-Rac1 activated beads, fluorescent GTP binding, flow cytometry; actives lie on both sides; 100% means binding = to untreated wells; percent activity (GTP binding), % at 10 µM; 0.11% of 190,000 active; AID 764;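 active means GTP binding at least 20 percentage points away from the 100% baseline, in either direction, so actives lie on both sides; inconclusive means Compound likely fluorescent itself, or too few beads counted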
* hit, by the source's call; ? = inconclusive; nt = not tested or not shown.

Second line of a record – HRas wt GTP	Mcl1-Bid inh	Mcl1-Noxa inh	Cdc42 wt GTP	Mcl-1 Bim block	Rab7 wt GTP bind	Pf gamet viab	Rac1 wt modul	RGS8-Gao	Rab2A wt mod	Rac1 act GTP bind
(1) CCc1cccc(NC2c3ccccc3C(=O)N2c2cccnc2)c1 (stereo not given)
→ 95	-9	-5	96	2	97	nt	94	66	95	92
(2) COC(=O)c1ccc2c(=O)n(Cc3ccco3)c(SCC(=O)Nc3cc(C)on3)nc2c1
→ 96	2	9	95	-1	105	nt	98	98	99	93
(3) CCN(CC)S(=O)(=O)c1cccc(C(=O)Oc2cccnc2)c1
→ 98	-16	5	101	0	98	-15	104	95	101	98
(4) CC(C)CC(=O)NC(=S)Nc1ccc(N2CCOCC2)c(Cl)c1
→ 100	-48	12	99	5	104	-8	99	94	98	99
(5) CCOC(=O)N1CCC(Nc2c(N3CCN(c4cc(Cl)ccc4C)CC3)c(=O)c2=O)CC1
→ 101	-9	5	99	-1	104	nt	100	101	100	101
(6) CCCNC(=O)c1cc2c(C(F)(F)F)nn(C)c2s1
→ 98	-22	-17	101	0	99	15	99	99	97	98
(7) O=C(NNC(=O)c1ccc(-c2ccccc2)cc1)c1ccccc1
→ 100	2	17	101	-8	101	0	103	107	97	99
(8) CCOC(=S)SCc1cn2ccc(C)cc2n1
→ 104	-86	-2	104	-6	102	1	103	107	102	103
(9) COc1ccc(NC(=O)CN(C)S(=O)(=O)c2cccs2)cc1
→ 102	-15	10	101	-1	107	-17	107	100	100	99
(10) CCOc1ccc(-c2cc(C(=O)Nc3ccc4c(c3)OCCO4)c3ccccc3n2)cc1
→ ?	-29	nt	?	1	?	nt	?	100	?	?
(11) COc1ccc(NC(=O)c2ccccn2)cc1OC
→ 101	-12	32	101	-2	102	10	102	94	102	99
(12) COCCn1nnnc1CN1CCC(Cc2ccccc2)CC1
→ 101	-2	15	108	-7	100	nt	110	100	102	100
(13) O=C(/C=C/Nc1ccccc1)c1cnc(-c2ccccc2)s1
→ 98	-1	-2	99	0	96	1	96	104	96	97
(14) O=c1c(Cl)c(NCCO)cnn1-c1cccc(Cl)c1
→ 94	-14	-1	99	0	97	3	96	100	95	95
(15) Cc1cc(-c2ccccc2)nc(=O)[nH]1
→ 99	37	15	100	-1	101	nt	96	99	97	95
(16) Cc1ccc(-c2csc(NC(=O)CSC3=NCCS3)n2)cc1
→ 100	5	8	99	1	99	-15	105	101	100	100
(17) CN(Cc1c(F)cccc1Cl)C(=O)c1cc2ccccc2o1
→ 94	-1	11	94	0	96	-5	95	102	94	95
(18) CCOC(=O)c1ccc(NC(=O)N2CCOCC2)cc1
→ 95	-17	-7	98	2	99	-32	102	99	96	95
(19) Cc1ccc(NC(=O)CN2CCCCCC2)cc1[N+](=O)[O-]
→ 95	-24	12	95	0	91	16	95	99	94	99
(20) CC1CCN(C(c2ccc(N(C)C)cc2)c2nnnn2Cc2ccccc2)CC1 (stereo not given)
→ 102	-5	8	101	-6	99	-12	105	101	103	101
(21) COCCCNc1nc2nonc2nc1N1CCN(Cc2cccc(C)c2)CC1
→ 98	-11	-2	96	1	105	16	99	92	98	94
(22) CCOC(=O)C(C(C)=O)c1nc(C)nc2c1nnn2Cc1ccccc1Cl (stereo not given)
→ 102	-8	10	105	-2	94	nt	103	104	100	103
(23) Cc1cc(C)c(C(N)=O)c(Nc2cccc(Cl)c2C)n1
→ 98	18	9	99	-3	100	-6	105	106	99	97
(24) O=C(Cc1ccc(-n2c(=O)c3sccc3n(Cc3ccc(F)cc3)c2=O)cc1)NCc1ccco1
→ 99	-11	11	98	0	96	nt	104	109	98	100
(25) COc1ccc(/C=C/C(=O)c2ccc3c(c2)OCO3)c(OC)c1
→ 100	-25	-13	99	-2	102	7	104	99	100	100
(26) O=C(c1ccc(-c2nnc(-c3ccccc3)o2)cc1)N1CCCCCC1
→ 93	-4	-5	92	-1	93	nt	90	106	92	89
(27) COCCCn1c(SCC(=O)NC2CCCCC2)nnc1-c1ccncc1
→ 97	-34	-5	98	0	95	-2	101	99	97	99
(28) COc1ccc(/C(C)=N\NC(=O)CSc2nnc(C)s2)cc1
→ 100	-4	21	102	20	103	-2	105	101	102	98
(29) O=C(NCC1CCCO1)C(c1ccc(F)cc1)N(CCCN1CCOCC1)C(=O)c1ccc(-c2ccccc2)[nH]1 (stereo not given)
→ 99	-10	3	101	-1	97	14	100	101	99	95
(30) Cc1cc(C(=O)C(=O)N(C)C)c(C)n1-c1ccc(Cl)cc1
→ 99	-52	-14	97	0	104	4	100	101	100	97
(31) COc1ccc(N2CCN(C(=O)COc3ccc4c(C)cc(=O)oc4c3)CC2)cc1
→ 98	-16	16	96	-1	97	-11	99	104	97	99
(32) Cc1cc(C(=O)NCc2cccs2)c(C)o1
→ 100	-29	5	101	-1	100	nt	105	85	100	97
(33) O=C1CC(c2ccccc2)CC(O)=C1C=Nc1ccccc1Cl (stereo not given)
→ 103	4	0	102	-5	98	11	108	98	100	101
(34) COc1ccc(-c2ccc(SCC(=O)NCc3ccc4c(c3)OCO4)nn2)cc1OC
→ 97	-10	0	91	-23	103	-7	89	106	94	93
(35) CC(C)=CCc1c(C)nc2ccccc2c1C(=O)O
→ 99	1	8	101	1	97	-22	107	104	97	100
(36) O=C(Nc1ccccc1)N1N=C(c2cccs2)CC1c1cccs1 (stereo not given)
→ 99	-1	10	98	0	97	nt	99	103	98	99
(37) CCOc1ccccc1CNC(=O)C1CCC(=O)N1C(C)C (stereo not given)
→ 102	11	0	103	-4	100	nt	110	101	101	98
(38) C[C@@H](C(=O)Nc1ccc2ccccc2c1)[C@@H]1C[C@@]1(C)[C@@H](NC(=O)c1cccnc1)c1ccccc1
→ 98	9	6	97	-1	96	nt	99	101	98	99
(39) O=C(C/C=N\OCc1c(Cl)cccc1Cl)Oc1ccc(Cl)cc1Cl
→ 106	-40	3	106	-6	99	nt	103	99	104	99
(40) N#C/C(=C\c1ccncc1)c1nc2ccccc2c(=O)[nH]1
→ ?	-33	10	?	1	?	-11	?	103	?	?
(41) Cc1ccc(NC(=O)Cc2noc3ccccc23)c(C)c1
→ 98	-16	-5	97	-3	96	18	97	124	99	98
(42) CCOC(=O)Cn1c2[n+](c3ccccc31)CC(O)CS2 (stereo not given)
→ 99	-16	6	100	0	99	-2	105	100	101	98
(43) CCN(CC)S(=O)(=O)c1ccc(OC)c(NC(=O)c2cccs2)c1
→ 94	-3	1	92	0	93	21	90	103	95	93
(44) CCOC(=O)CSc1nc2cc(C(=O)NCc3ccco3)ccc2c(=O)n1-c1ccc(F)cc1
→ 98	-35	-34	97	0	95	nt	99	103	97	98
(45) Cc1cccc(OCC(O)CN2CC3(C)CC2CC(C)(C)C3)c1 (stereo not given)
→ 103	41	29	105	-2	103	12	109	106	103	99
(46) COc1cc2cc(CN(C(=O)NC3CCCCC3)C3CCCC3)c(=O)[nH]c2cc1OC
→ 99	20	-1	99	-1	95	nt	97	103	97	97
(47) O=C1CC(c2ccco2)Cc2nc(Nc3ccc(F)cc3)ncc21 (stereo not given)
→ 98	-40	-8	99	-3	97	-6	100	103	99	99
(48) O=C(CCc1ccccc1)NNC(=O)c1ccccc1Br
→ 97	-25	4	97	-5	100	16	100	102	96	96
(49) COc1ccc(OC)c(N(CC(=O)N2CCN(c3cc(Cl)ccc3C)CC2)S(C)(=O)=O)c1
→ 97	-8	9	95	-5	97	nt	97	102	96	95
(50) O=c1cc(NCc2ccc3c(c2)OCO3)[nH]c(=O)n1-c1ccc(Cl)cc1
→ 99	-19	22	99	0	102	9	105	101	99	98
(51) CCCn1c(N)c(N(CCOC)C(=O)/C=C/c2cccc(Cl)c2)c(=O)[nH]c1=O
→ 98	-10	24	101	0	96	17	98	101	98	97
(52) Cc1cc(C)n(-c2ccc(C(=O)Nc3nnc(C)s3)cc2)n1
→ 103	-5	3	102	0	102	nt	109	100	101	101
(53) COCCNC(=O)C1CC(=O)N(C2CCCCC2)C1 (stereo not given)
→ 97	-7	4	98	0	98	nt	95	102	98	95
(54) Cn1c(-c2ccc3c(c2)OCO3)cc(=O)c2ccccc21
→ 97	26	34	97	2	104	nt	104	103	97	97
(55) CCCc1cc(=O)[nH]c(SCC(=O)Nc2nc3ccc(OCC)cc3s2)n1
→ 93	-38	3	91	-1	97	nt	90	101	89	88
(56) O=C(NCCCN1CCCCC1)C1(S(=O)(=O)c2ccc(Cl)cc2)CC1
→ 98	-4	10	99	0	99	nt	101	103	102	98
(57) Fc1ccccc1N1CCN(CC2CC3C=CC2C3)CC1 (stereo not given)
→ 103	-37	14	104	0	97	nt	106	107	102	105

Reprinted, compounds 1–6
Second line of a record – HRas wt GTP	Mcl1-Bid inh	Mcl1-Noxa inh	Cdc42 wt GTP	Mcl-1 Bim block	Rab7 wt GTP bind	Pf gamet viab	Rac1 wt modul	RGS8-Gao	Rab2A wt mod	Rac1 act GTP bind
(1) CCc1cccc(NC2c3ccccc3C(=O)N2c2cccnc2)c1 (stereo not given)
→ 95	-9	-5	96	2	97	nt	94	66	95	92
(2) COC(=O)c1ccc2c(=O)n(Cc3ccco3)c(SCC(=O)Nc3cc(C)on3)nc2c1
→ 96	2	9	95	-1	105	nt	98	98	99	93
(3) CCN(CC)S(=O)(=O)c1cccc(C(=O)Oc2cccnc2)c1
→ 98	-16	5	101	0	98	-15	104	95	101	98
(4) CC(C)CC(=O)NC(=S)Nc1ccc(N2CCOCC2)c(Cl)c1
→ 100	-48	12	99	5	104	-8	99	94	98	99
(5) CCOC(=O)N1CCC(Nc2c(N3CCN(c4cc(Cl)ccc4C)CC3)c(=O)c2=O)CC1
→ 101	-9	5	99	-1	104	nt	100	101	100	101
(6) CCCNC(=O)c1cc2c(C(F)(F)F)nn(C)c2s1
→ 98	-22	-17	101	0	99	15	99	99	97	98

Four entries picked at random from the list so far:
Second line of a record – HRas wt GTP	Mcl1-Bid inh	Mcl1-Noxa inh	Cdc42 wt GTP	Mcl-1 Bim block	Rab7 wt GTP bind	Pf gamet viab	Rac1 wt modul	RGS8-Gao	Rab2A wt mod	Rac1 act GTP bind
(39) O=C(C/C=N\OCc1c(Cl)cccc1Cl)Oc1ccc(Cl)cc1Cl
→ 106	-40	3	106	-6	99	nt	103	99	104	99
(44) CCOC(=O)CSc1nc2cc(C(=O)NCc3ccco3)ccc2c(=O)n1-c1ccc(F)cc1
→ 98	-35	-34	97	0	95	nt	99	103	97	98
(36) O=C(Nc1ccccc1)N1N=C(c2cccs2)CC1c1cccs1 (stereo not given)
→ 99	-1	10	98	0	97	nt	99	103	98	99
(56) O=C(NCCCN1CCCCC1)C1(S(=O)(=O)c2ccc(Cl)cc2)CC1
→ 98	-4	10	99	0	99	nt	101	103	102	98

The order is random, and some 2.9% of all compounds hit somewhere here.
